Assay outcomes as filed in PubChem BioAssay.
KCNQ1 pot: potentiates or activates the human KCNQ1 potassium channel; P51787; CHO-K1 KCNQ1, thallium flux FluxOR fluorescence; active compounds read high; B-score at 10 µM; 310,000 compounds, 0.35% hits; AID 2648;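 active means fluorescence ratio B-score, a plate-corrected score, at least three library SD, with initial intensity B-score within 5 SD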
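Schedule – 37 °C overnight plating, 90-min dark dye load, 20-min compound pretreatment · System – stable KCNQ1 CHO-K1 line · Probe or stimulus – thallium- and potassium-containing depolarizing buffer · Measured by – kinetic FluxOR fluorescence, 10 s baseline plus 110 s post-stimulus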
hERG protect: compounds protecting human hERG from proarrhythmic drug block | Q12809 | CHO-hERG, FluxOR thallium flux, dofetilide IC70 present | activation (rescue from dofetilide block), less the hit threshold, % at 10 µM | 310,000 compounds, 0.51% hits | AID 1511;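 active means activation above the mean of controls blocked by dofetilide plus 5 SD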;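 further: thallium influx through hERG after potassium depolarization seen as dye fluorescence rise; in these data hits start at about 4.7%; inactives centre near -7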
RGS4 pot: RGS4 potentiation or activation | HEK293 M3R/inducible RGS4, carbachol calcium flux Fluo4; active compounds read low | B-score at 10 µM | 310,000 compounds, 0.92% hits;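 active means B-score of the integrated calcium signal more than 4 SD below the library mean, with starting fluorescence not abnormally high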;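 further: negative B-score means reduced calcium response which marks RGS4 activation or potentiation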
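Reagent: ECmax carbachol challenge; Test system: M3R-expressing HEK293 line, RGS4 induced by doxycycline; Schedule: overnight RGS4 induction, 30 min dye load 37 °C, 20 min compound RT; Detection: calcium dye Fluo4 fluorescence; Read-out: Agonist-evoked peak-minus-minimum fluorescence over baseline, integrated ratio, B score.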
PolyA inhibitor: inhibitors of polyadenylation in S. cerevisiae; S. cerevisiae SKY197-pL101 polyadenylation reporter, beta-gal luminescence; efflux-impaired pdr1/pdr3 knockout yeast; score 100 = 6 SD above DMSO; calls only at 12 µM; 300,000 compounds, 0.02% hits;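 active means lowest replicate activity score at least 50, where 100 means six control SD above control mean; inconclusive means lowest score under 50 but half or more replicates reach 50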;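 further: yeast exposed to compound for 9 h at 30 °C; higher score means more reporter readthrough which indicates perturbed polyadenylation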
KCNK3 inh: human KCNK3 channel inhibition, primary screen | O14649 | CHO-KCNK3 thallium flux, FluxOR fluorescence; active compounds read low | B-score at 10 µM | 340,000 compounds, 0.84% hits;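 active means B-score under library mean minus 4 SD, starting fluorescence ratio at most library mean plus 5 SD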;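 further: more negative B-score means stronger inhibition of thallium flux through KCNK3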
GSK3A inh: inhibitors of human GSK-3 alpha kinase | P49840 | ADP-Glo luminescence, 60 min | inhibition, % at 10 µM | 320,000 compounds, 0.1% hits | AID 2650;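 in the data active means inhibition above about 50%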;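 further: GST-tagged GSK-3 alpha with peptide substrate and 25 µM ATP; 0% = DMSO neutral wells and 100% = GW8510 positive control wells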
Dyrk1A ADPGlo: blocks rat Dyrk1A kinase activity; Q63470; ADP-Glo luminescence, NFATc1 peptide; inhibition, % at 12.5 µM; 310,000 compounds, 0.43% hits; AID 504441; in the data active means inhibition above about 50%;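 further: plate controls were vehicle with enzyme for no effect and no enzyme for full effect; many of its hits are not listed in these tables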
KCNK9 inh: blocks the human KCNK9 two-pore domain potassium channel; Q9NPC2; HEK293 KCNK9, FluxOR thallium flux fluorescence; active compounds read low; B-score at 10 µM; 310,000 compounds, 1.2% hits;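 active means ratio B-score over 3 SD below the library mean, with starting fluorescence within 5 SD of its mean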;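 further: negative B-score means less thallium flux so channel inhibition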
KCNQ1 inh: inhibitors of human KCNQ1 potassium channel | 310,000 compounds, 1.3% hits | P51787 | AID 2642 | CHO-K1 KCNQ1, FluxOR thallium flux fluorescence; active compounds read high | B-score at 10 µM;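 active means compounds whose thallium flux B-score, printed positive for inhibition, exceeds three library SD while starting fluorescence stays within three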;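 further: channel opened by potassium depolarization with thallium stimulus after 20 min compound exposure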
HDAC3 inhib: human HDAC3 inhibition; recombinant HDAC3, fluorogenic peptide/trypsin coupled, fluorescence; O15379; 320,000 compounds, 0.15% hits; inhibition, % at 8.3 µM; in the data active means inhibition above about 26%, passing the limit was not always enough; inconclusive means no clear call, values can overlap the other calls
Target sequence (O15379 whole entry, looked up): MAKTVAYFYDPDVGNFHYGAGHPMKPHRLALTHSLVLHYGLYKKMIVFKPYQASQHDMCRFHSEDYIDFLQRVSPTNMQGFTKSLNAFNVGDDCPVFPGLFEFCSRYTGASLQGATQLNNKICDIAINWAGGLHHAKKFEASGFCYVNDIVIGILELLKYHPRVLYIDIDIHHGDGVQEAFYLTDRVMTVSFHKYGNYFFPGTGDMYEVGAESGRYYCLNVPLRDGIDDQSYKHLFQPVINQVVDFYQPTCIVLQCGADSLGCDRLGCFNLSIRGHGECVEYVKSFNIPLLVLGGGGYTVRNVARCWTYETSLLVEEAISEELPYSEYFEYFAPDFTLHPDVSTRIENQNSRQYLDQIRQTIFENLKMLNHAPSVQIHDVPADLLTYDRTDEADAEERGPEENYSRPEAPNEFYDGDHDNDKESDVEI
GSK3B inh: blocks human GSK3beta kinase activity; P49841; GST-GSK3beta kinase, ADP-Glo luminescence, 60 min; active compounds read low; activity score (negative = inhibition), % at 10 µM; 300,000 compounds, 0.038% hits; AID 2097;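 active means more than half of replicate wells score below -50%, meaning over 50% inhibition versus plate controls; inconclusive means some replicates but at most half score below -50%; inactive means no replicate scores below -50%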;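 further: 0% = median DMSO wells and -100% = median GW8510 positive control wells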
Target sequence (P49841 whole entry, looked up): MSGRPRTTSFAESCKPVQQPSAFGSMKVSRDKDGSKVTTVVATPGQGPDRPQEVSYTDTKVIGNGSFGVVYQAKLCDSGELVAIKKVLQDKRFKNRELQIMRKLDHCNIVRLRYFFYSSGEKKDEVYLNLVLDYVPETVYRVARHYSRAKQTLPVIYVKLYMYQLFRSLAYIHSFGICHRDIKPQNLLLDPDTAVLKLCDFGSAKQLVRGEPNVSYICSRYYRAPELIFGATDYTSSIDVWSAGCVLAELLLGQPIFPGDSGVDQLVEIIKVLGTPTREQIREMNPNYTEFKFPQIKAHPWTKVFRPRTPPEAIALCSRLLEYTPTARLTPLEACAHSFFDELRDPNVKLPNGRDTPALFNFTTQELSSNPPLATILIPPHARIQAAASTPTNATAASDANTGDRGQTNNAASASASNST
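Assay system: GST-fused GSK3beta enzyme, cell-free / Medium: Tris pH 7.5 buffer with MgCl2, DTT, BSA, heparin / Also added: peptide substrate plus 25 µM ATP (final) / Compound: 10 µM single point / Timing: kinase reaction with compound 60 min at room temperature / Detection: ADP-Glo luminescence / Benchmarks: DMSO neutral wells and GW8510 at 20 µM as positive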
An asterisk follows results filed as active; i = inactive; ? = inconclusive; / = no result given. Not all compounds are listed; count on the stated rates, not on these rows.

| molecule | KCNK9 inh | hERG protect | GSK3A inh | KCNQ1 inh | PolyA inhibitor | KCNK3 inh | Dyrk1A ADPGlo | RGS4 pot | HDAC3 inhib | GSK3B inh | KCNQ1 pot |
| --- | --- | --- | --- | --- | --- | --- | --- | --- | --- | --- | --- |
| COC(=O)CC1COc2ccccc2N1C(=O)c1ccc(C(C)(C)C)cc1 (centres undefined) | i | -8 | 3 | i | i | i | 4 | i | -5 | 1 | i |
| Cc1cccc(C)c1NC(=O)C1CCN(C(=O)c2cccs2)CC1 | i | 0 | -1 | i | i | i | -6 | i | -7 | 0 | i |
| O=C(O)c1cc(O)c2c(c1)C(=O)c1cccc(O)c1C2=O | i | -17 | -3 | i | i | i | 32 | i | 12 | 2 | i |
| O=C(CC(=O)NCc1ccc(Cl)cc1)NCc1ccccc1 | i | -7 | -3 | i | i | i | -2 | i | 1 | 3 | i |
| CCSc1nc2ccccc2n1C(=O)/C=C/c1ccc(OC)c(OC)c1 | i | -2 | 1 | i | i | i | -1 | i | 19 | 0 | i |
| Cc1nn(-c2ccccc2)c2sc(C(=O)N3CCc4ccccc4C3)cc12 | i | -6 | / | i | i | i | 2 | i | / | -2 | i |
| CS(=O)(=O)N(CC(=O)N1CCN(Cc2ccccc2)CC1)c1cccc(Cl)c1 | i | -3 | -3 | i | i | i | -4 | i | 0 | 1 | i |
| O=[N+]([O-])c1cccc(-c2cnc3ccccc3n2)c1 | i | -9 | -2 | i | i | i | -4 | i | -3 | 0 | i |
| CCN(CC)c1ncnc2c1ncn2Cc1c(Cl)cccc1Cl | i | -16 | 6 | i | i | i | 5 | i | 3 | 1 | i |
| COc1ccc(C(=O)N/C(N)=N/c2nc3ccccc3o2)cc1 | i | -5 | 0 | i | i | i | 3 | i | 0 | -1 | i |
| CC1(C)CC2CC(C)(CN2c2ncnc3ccccc23)C1 (centres undefined) | i | -16 | 2 | i | i | i | / | i | -1 | 6 | i |
| O=C(COC(=O)c1cc(S(=O)(=O)N2CCCCC2)ccc1Cl)NCc1ccco1 | i | -14 | 1 | i | i | i | -3 | i | 12 | 2 | i |
| O=C(Nc1cccc(Cl)c1)c1cc(S(=O)(=O)NCCc2ccc(Cl)cc2)ccc1F | i | -4 | -2 | i | i | i | 5 | i | 7 | 0 | i |
| CCOC(=O)C1C(=O)NC(N2CCN(c3ccccc3)CC2)=NC1c1ccccc1 (centres undefined) | i | -10 | -2 | i | i | i | -4 | i | -1 | 1 | i |
| c1cc(C2CCN(Cc3nc(-c4ccc5c(c4)OCO5)no3)CC2)ccn1 | i | -16 | -2 | i | i | i | -1 | i | 1 | 0 | i |
| Cc1cccc(NS(=O)(=O)c2ccc(Cl)cc2)n1 | i | -11 | -2 | i | i | i | 10 | i | -15 | -1 | i |
| COc1ccc(CCNc2ccc(S(N)(=O)=O)cn2)cc1 | i | -9 | -1 | i | i | i | 47 | i | 0 | 0 | i |
| Cc1ccc(-c2nn3c(C)nnc3c3ccccc23)cc1S(=O)(=O)NCc1ccco1 | i | -12 | 2 | i | i | i | 26 | i | 6 | -23 | i |
| CN(c1ccc(C(=O)NCc2ccccc2)cc1)S(C)(=O)=O | i | 1 | 1 | i | i | i | -3 | i | 3 | -3 | i |
| O=S(=O)(c1ccc(Cl)s1)N1CCN(c2ncccn2)CC1 | i | -4 | 1 | i | i | i | -5 | i | 3 | -1 | i |
| Cn1c(N)c(C(=O)COC(=O)C2(c3ccc(F)cc3)CCCC2)c(=O)n(C)c1=O | i | -7 | -2 | i | i | i | -5 | i | 1 | -2 | i |
| COc1ccc(Cc2nnc(SCC(=O)N3CCCC3)o2)cc1 | i | -5 | 0 | i | i | i | 0 | i | -6 | 1 | i |
| Cc1ccnc(N2C(=O)C3C4CC(C(Br)C4Br)C3C2=O)c1 (centres undefined) | i | -12 | -2 | i | i | i | -8 | i | -6 | 2 | i |
| COc1ccc(C(=O)NCc2nnc(SCC(=O)c3ccccc3)o2)cc1 | i | -2 | -1 | i | i | i | 0 | i | -3 | -2 | i |
| CC(C)Sc1nc2c(cnn2-c2ccc(Cl)cc2)c(=O)[nH]1 | i | -1 | -1 | i | i | i | 1 | i | 5 | -2 | i |
| COC(=O)c1cc(Cl)c(NC(=O)Cc2ccccc2)cc1OC | i | -14 | -1 | i | i | i | -5 | i | -1 | -2 | i |
| O=C(Nc1cccc2ccccc12)NC1CCCCC1 | i | -5 | -2 | i | i | i | -3 | i | 4 | -23 | i |
| O=C(OCCOCCN=C1NS(=O)(=O)c2ccccc21)c1ccc(F)cc1 | i | -7 | 2 | i | i | i | 3 | i | -10 | -3 | i |
| NS(=O)(=O)c1ccc(CCNC(=O)c2ccc3c(c2)OCO3)cc1 | i | -5 | -2 | i | i | i | -5 | i | -13 | 2 | i |
| COc1cccc(NC(=O)COc2cccc(-n3cnnn3)c2)c1 | i | -5 | 1 | i | i | i | / | i | 1 | -3 | i |

Carrying on:
| molecule | KCNK9 inh | hERG protect | GSK3A inh | KCNQ1 inh | PolyA inhibitor | KCNK3 inh | Dyrk1A ADPGlo | RGS4 pot | HDAC3 inhib | GSK3B inh | KCNQ1 pot |
| --- | --- | --- | --- | --- | --- | --- | --- | --- | --- | --- | --- |
| c1ccc(C[n+]2cccc(-c3ccccc3)c2)cc1 | i | -8 | -2 | i | i | i | -2 | i | 3 | -22 | i |
| CC1CCc2sc(C(=O)NNC(=O)c3ccncc3)cc2C1 (centres undefined) | i | -8 | -1 | i | / | i | 5 | i | 1 | 1 | i |
| O=C(CCc1c[nH]c2ccccc12)NCC1CCCO1 (centres undefined) | i | -7 | -1 | i | i | i | -1 | i | 3 | -18 | i |
| Cc1ccccc1-c1nc(Cc2ccc(Cl)cc2)no1 | i | -7 | -3 | i | i | i | -9 | i | 11 | -1 | i |
| CCN(CC)S(=O)(=O)N1CCC(C(=O)NC(C)CCc2ccccc2)CC1 (centres undefined) | i | -14 | -1 | i | i | i | 12 | i | ? | 6 | i |
| CCOc1ccc(OCCC(=O)NNC(=O)c2ccccc2Cl)cc1 | i | -10 | -3 | i | i | i | 1 | i | 0 | 2 | i |
| CC1=CC(=O)C(C(C)C)=C/C1=N/OS(=O)(=O)c1ccccc1 | i | -6 | -2 | i | i | i | 3 | -8.2* | 0 | 4 | i |
| CN1CCN(c2ccc(S(=O)(=O)N3CCCCC3)cc2NC(=O)c2ccc3ccccc3c2)CC1 | i | -7 | -2 | i | i | i | 4 | i | 7 | -2 | i |
| CCOc1cc(CNn2c(C)nnc2SCC(=O)NC(C)(C)C)ccc1OCC(=O)NC(C)(C)C | i | -10 | -3 | i | i | i | 0 | i | -1 | -2 | i |
| Cc1ccc(C2CC(c3cccc(C)c3)n3nc(N)nc3N2)cc1 (centres undefined) | i | -5 | -7 | i | i | i | 13 | i | -9 | 3 | i |
| Oc1ccc(-c2csc(Nc3ccccn3)n2)cc1 | i | -2 | 9 | i | i | i | 11 | i | 2 | 1 | i |
| COc1cccc(NC(=O)CCCN2C(=O)C3CC=CCC3C2=O)c1 (centres undefined) | i | -6 | -2 | i | i | i | 2 | i | -5 | -5 | i |
| Nc1ccc(N2CCOCC2)cc1C(F)(F)F | i | -15 | -1 | i | i | i | -1 | i | 5 | -5 | i |
| COc1ccccc1N1CCN(/N=C/c2cccc(Cl)c2)CC1 | i | -13 | -1 | i | i | i | / | i | -7 | 1 | i |
| Cc1cc(=O)n2c(sc3ccccc32)c1C#N | i | -8 | -2 | i | i | i | 6 | i | 0 | -1 | i |
| CC(C)(C)C(=O)Nc1cccc(S(=O)(=O)NC2=NCCC2)c1 | i | -5 | 0 | i | i | i | 8 | i | 1 | 1 | i |
| COc1cccc(/C=N\NC(=O)C2=NNC(=O)C2C)c1O (centres undefined) | i | -3 | 1 | i | i | i | 6 | i | -6 | 0 | i |
| COC(=O)C1=C(C)NC(=O)C1(NC(=O)c1ccncc1)C(F)(F)F (centres undefined) | i | -11 | -1 | i | i | i | -2 | i | -1 | 3 | i |
| O=C(COC(=O)c1cccc(S(=O)(=O)N2CCOCC2)c1)c1ccccc1 | i | -12 | -1 | i | i | i | -5 | i | -3 | / | i |
| CCN1C(=O)C2C(c3cccc(F)c3)NC(C)(C(=O)OC)C2C1=O (centres undefined) | i | -12 | 1 | i | i | i | -4 | i | 0 | 0 | i |
| CC(=O)NCC(=O)NC1CCCc2c1cnn2-c1ccc(C(C)(C)C)cc1 (centres undefined) | i | 0 | -1 | i | i | i | 3 | i | -1 | 4 | i |
| CCOC(=O)C1CCN(C(=O)C2CCN(c3nnc(-n4cccc4)s3)CC2)CC1 | i | -6 | 3 | i | i | i | / | i | 6 | 0 | i |
| N=C1C(c2ccccc2)=C(O)CN1c1cccc(S(=O)(=O)N2CCCCC2)c1 | i | -18 | -1 | i | i | i | -2 | i | 6 | 0 | i |
| Cn1c(/C=N/NC(=O)c2ccccc2Br)nc2ccccc21 | i | 0 | 0 | i | i | i | 14 | i | 7 | -1 | i |

Reprinted from the entries so far, two compounds:
| molecule | KCNK9 inh | hERG protect | GSK3A inh | KCNQ1 inh | PolyA inhibitor | KCNK3 inh | Dyrk1A ADPGlo | RGS4 pot | HDAC3 inhib | GSK3B inh | KCNQ1 pot |
| --- | --- | --- | --- | --- | --- | --- | --- | --- | --- | --- | --- |
| O=C(O)c1cc(O)c2c(c1)C(=O)c1cccc(O)c1C2=O | i | -17 | -3 | i | i | i | 32 | i | 12 | 2 | i |
| O=C(CC(=O)NCc1ccc(Cl)cc1)NCc1ccccc1 | i | -7 | -3 | i | i | i | -2 | i | 1 | 3 | i |

Quoted at random: 2 records from the list.
| molecule | KCNK9 inh | hERG protect | GSK3A inh | KCNQ1 inh | PolyA inhibitor | KCNK3 inh | Dyrk1A ADPGlo | RGS4 pot | HDAC3 inhib | GSK3B inh | KCNQ1 pot |
| --- | --- | --- | --- | --- | --- | --- | --- | --- | --- | --- | --- |
| O=C(Nc1cccc(Cl)c1)c1cc(S(=O)(=O)NCCc2ccc(Cl)cc2)ccc1F | i | -4 | -2 | i | i | i | 5 | i | 7 | 0 | i |
| COc1ccc(CCNc2ccc(S(N)(=O)=O)cn2)cc1 | i | -9 | -1 | i | i | i | 47 | i | 0 | 0 | i |
